GLP-1R agonist: agonists of human GLP-1 receptor; HEK293 GLP-1R CRE-luciferase, luminescence, 4-6 h; cells express a hypersensitive GLP-1R form; Potency, µM (top dose mostly 45.6 µM), inactives show top-dose activation, usual class: activators; 380,000 tested, 0.007% active; AID 624172; note: potency is the fitted concentration of half-maximal effect; % of control where 0% means no effect
DRD3 antagonist: antagonists of human D3 dopamine receptor | P35462 | D3R cells, DiscoveRx beta-arrestin luminescence, antagonist mode; active compounds read low | max response, negative = inhibition, % | 360,000 tested, 2.5% active | AID 652054; in the data active = max response below about -50%; inconclusive = no clear call, values can overlap the other calls; note: % is set by controls: 0 for no effect and ±100 for the full control effect; mostly tested at two doses, the higher about 12 µM
Target sequence (P35462 whole entry, looked up): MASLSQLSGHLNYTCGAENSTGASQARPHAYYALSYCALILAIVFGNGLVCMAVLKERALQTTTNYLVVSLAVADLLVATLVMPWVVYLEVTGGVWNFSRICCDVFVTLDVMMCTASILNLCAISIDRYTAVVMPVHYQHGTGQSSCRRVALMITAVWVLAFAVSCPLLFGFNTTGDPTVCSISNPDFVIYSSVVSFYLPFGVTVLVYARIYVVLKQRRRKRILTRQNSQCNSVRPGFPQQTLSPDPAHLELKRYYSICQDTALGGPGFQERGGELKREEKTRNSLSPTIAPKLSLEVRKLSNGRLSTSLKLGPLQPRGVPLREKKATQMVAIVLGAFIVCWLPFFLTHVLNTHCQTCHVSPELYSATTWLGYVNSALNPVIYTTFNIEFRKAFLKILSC
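Cells plated overnight at 1500 cells/well, then exposed to library compounds with dopamine controls for 90 minutes at 37 degrees C. DiscoveRx reagent added for 30–60 minutes at room temperature; luminescence read, quantitative HTS format.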
aSyn yeast inh: inhibitors of alpha-synuclein toxicity in yeast | Yeast expressing alpha-synuclein, growth rescue, BacTiter-Glo, 24 h | Potency, µM (highest dose often 46.1 µM), for inactives: at the top dose growth rescue (activation), usual class: activators | 370,000 tested, 0.14% active; note: potency is the fitted concentration of half-maximal effect; % of control where 0% means no effect; nearly all actives have a fitted effect of over 65% in size
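Rescue of yeast growth: cells expressing toxic alpha-synuclein, induced in galactose at OD600 0.02, incubated with compound 24 h at 30 C. ATP luminescence quantified growth; inhibitors of toxicity appear as activators.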
PTHR1 agonist: PTHR1 (human) receptor agonism; Q03431; HEK293 GP2 PTHR1 cells, GloSensor cAMP luminescence, 1 h; Potency, µM (highest dose often 115 µM), for inactives: at the highest dose activation, most hits filed as activators; 410,000 tested, 0.075% active; note: potency is the fitted concentration of half-maximal effect; nearly all actives have a fitted effect of over 55% in size; some results filed as inactive show a strong effect at the top dose; inactives centre near -15; many of its hits are not listed in these tables
Target sequence (Q03431 whole entry, looked up): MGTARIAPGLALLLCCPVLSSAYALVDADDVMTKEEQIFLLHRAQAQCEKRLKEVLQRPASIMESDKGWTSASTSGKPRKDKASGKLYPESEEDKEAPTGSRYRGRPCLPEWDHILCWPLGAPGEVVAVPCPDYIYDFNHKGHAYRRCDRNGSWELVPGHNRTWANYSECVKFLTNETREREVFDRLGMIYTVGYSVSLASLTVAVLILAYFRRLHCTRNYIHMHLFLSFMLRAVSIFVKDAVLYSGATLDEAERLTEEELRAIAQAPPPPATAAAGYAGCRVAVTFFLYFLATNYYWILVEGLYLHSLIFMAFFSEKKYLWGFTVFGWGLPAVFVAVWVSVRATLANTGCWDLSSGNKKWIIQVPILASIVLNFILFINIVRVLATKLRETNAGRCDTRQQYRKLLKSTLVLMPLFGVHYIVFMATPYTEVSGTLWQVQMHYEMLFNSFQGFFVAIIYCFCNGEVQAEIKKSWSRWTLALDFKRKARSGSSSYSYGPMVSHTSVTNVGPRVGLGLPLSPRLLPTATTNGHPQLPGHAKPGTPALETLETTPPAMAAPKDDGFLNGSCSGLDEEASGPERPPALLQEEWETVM
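HEK-293-derived GP2 cells expressing PTHR1 and a GloSensor cAMP reporter, 3,000/well, plated overnight, given luciferin plus IBMX (each 0.5 mM as added) for 1 h at 37 °C, then compound for 1 h at 37 °C. Luminescence was read after 15 min at room temperature.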
Abeta yeast res: compounds reversing amyloid beta toxicity in yeast; AID 1347071; Potency, µM (series often up to 46.1 µM), without a hit: at the top dose growth rescue, actives largely listed as activators; 410,000 tested, 0.063% active; yeast expressing A-beta42, growth rescue, OD600, 48 h; response scale: 0% DMSO, 100% iron-clioquinol control; note: potency is the fitted concentration of half-maximal effect; nearly all actives have a fitted effect of over 55% in size
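Growth rescue measured by 600 nm absorbance after 48 h yeast culture at 30 C with compound. Values normalized between DMSO and an equimolar ferric chloride plus clioquinol control.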
GLP1R inv ag: GLP-1 receptor (human) inverse agonism | HEK293 GLP-1R CRE-luciferase, luminescence, 24 h; GLP-1R form is constitutively active | Potency, µM (doses to about 38.3 µM), without a hit: top-dose activity change, negative = inhibition, usual class: inhibitors | 410,000 tested, 1.6% active | AID 624417; note: potency is the fitted concentration of half-maximal effect; % is set by controls: 0 for no effect and ±100 for the full control effect; nearly all actives have a fitted effect of over 55% in size
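Cells are plated, allowed 12 hours at 37 deg C, then treated with compounds for 24 hr before luciferase detection reagent is added and luminescence is read after 12 min at room temperature. The HEK293 line carries constitutively active GLP-1R with a cAMP-responsive reporter.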
Akt phos inh: Akt phosphorylation inhibition; Neuro2A IGF-stimulated pAkt S473 HTRF, 20 min; active compounds read low; activity change, % for hits at 50 µM; 360,000 tested, 0.32% active; in the data active = activity change below about -80%; inconclusive = mostly about -51% to -80%; note: % is set by controls: 0 for no effect and ±100 for the full control effect
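Single-point screen (50 µM final compound) in Neuro2A cells stimulated 20 min with 6 nM IGF at 37 deg C. After lysis, Ser473-phosphorylated Akt read by HTRF (ex 330 nm, em 615/665 nm) as the 665/615 ratio.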
FUS yeast rescue: suppressors of FUS proteinopathy in yeast; S. cerevisiae FUS-expressing, growth rescue, OD600, 24 h; Potency, µM (series often up to 76.6 µM), for the others: top-dose growth rescue (activation), hits mostly activators; 390,000 tested, 0.24% active; AID 1347120;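 note: potency is the fitted concentration of half-maximal effect; plate controls were DMSO vehicle for no effect and reference control for full effect; nearly all actives have a fitted effect of over 55% in size; some results filed as inactive show a strong effect at the top dose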
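Read-out: OD at 600 nm after 24hr at 30C, reporting rescue of FUS-induced yeast toxicity. Cells at OD 0.005 in galactose (2%) minimal medium; compounds tested in a dilution series; CP55940 titration from 92uM final as control.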
TDP-43 yeast inh: rescues yeast growth from TDP-43 toxicity; Potency, µM (top dose mostly 46.1 µM), without a hit: at the highest dose growth rescue (activation), usual class: activators; TDP-43 expressing yeast growth rescue, BacTiter-Glo, 24 h; 410,000 tested, 1.8% active; note: potency is the fitted concentration of half-maximal effect; % of control where 0% means no effect; nearly all actives have a fitted effect of over 50% in size
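Yeast cells expressing TDP-43 under galactose induction are exposed to compounds for 24 hr at 30 deg C. BacTiter-Glo luminescence measures growth, so protective compounds score as activators.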
The depositor's hits bear a star; i = inactive; ? = inconclusive; / = not tested or not shown; & = joins results of further samples; [ ] = another dose, or the depositor's remark. Unless noted, calls come from the whole dose curve; as a rule, active = well fitted curve in the direction sought with a large enough effect; inconclusive = small, poorly fitted or top-dose-only effect, or another doubt; inactive = no such curve, though single readings can be large; an effect the other way counts as inactive or inconclusive.

SMILES	GLP-1R agonist	DRD3 antagonist	aSyn yeast inh	PTHR1 agonist	Abeta yeast res	GLP1R inv ag	Akt phos inh	FUS yeast rescue	TDP-43 yeast inh
CCSC1C(=O)N(C)C(SCC)C(=O)N1C (configuration not stated)	-3%	-13	-2%	-10%	-4%	2%	i	-28%	16%
COc1ccc(OC)c(S(=O)(=O)N2CCC(C(=O)NCCc3ccc(OC)c(OC)c3)CC2)c1	1%	-11	1%	-15%[57.5 µM]	5%	5%	i	-37%	5%
CCc1nnc(NC(=O)c2nc3nccc(C)n3n2)s1	8%	-22	?	2%	7%	20%	i	17%	-9%
O=C(c1cccc(C(F)(F)F)c1)N1CCC(O)(CS(=O)(=O)Cc2ccccc2)CC1	1%	14	/	-1%	12%	0%	/	0%	10%
CC1(C)OC(=O)CC1C(=O)NCc1ccccc1 (configuration not stated)	14%	14	1%	i	2%	21%	i	18%	4%
CCN(CC)c1ccc(NC(=O)COC(=O)c2cccs2)cc1	-17%	6	2%	i	3%	-4%	i	19%	8%
Cc1ccc(CN2CN(S(=O)(=O)c3cccs3)c3nc4ccccc4nc32)cc1	0%	-17	3%	-6%[57.5 µM]	17%	21%	/	-4%	13%
O=C(Nc1ccc(Cl)cc1)c1nc[nH]c1C(=O)NCc1ccccc1	-1%	-22	6%	i	9%	-18%	i	-15%	?
O=C(O)c1ccc(-n2nnnc2Oc2cccc3cccnc23)cc1	-2%	-29	-4%	i	-4%	0%	i	12%	-11%
Cc1ccc(SC(CC(=O)c2ccc(F)cc2)C(=O)O)cc1 (configuration not stated)	2%	0	-1%	i	-4%	?	i	9%	12%
Cc1cc(C(=O)NCc2ccc3c(c2)OCO3)n(-c2ccccc2)n1	1%	22	9%	i	4%	0%	i	-16%	?
N#Cc1ccccc1NC(=O)COC(=O)CCc1ccccc1	11%	-7	16%	-13%	9%	2%	i	11%	?

Structural class: those above with fluorine.
SMILES	GLP-1R agonist	DRD3 antagonist	aSyn yeast inh	PTHR1 agonist	Abeta yeast res	GLP1R inv ag	Akt phos inh	FUS yeast rescue	TDP-43 yeast inh
O=C(c1cccc(C(F)(F)F)c1)N1CCC(O)(CS(=O)(=O)Cc2ccccc2)CC1	1%	14	/	-1%	12%	0%	/	0%	10%
Cc1ccc(SC(CC(=O)c2ccc(F)cc2)C(=O)O)cc1 (configuration not stated)	2%	0	-1%	i	-4%	?	i	9%	12%

(more compounds)
SMILES	GLP-1R agonist	DRD3 antagonist	aSyn yeast inh	PTHR1 agonist	Abeta yeast res	GLP1R inv ag	Akt phos inh	FUS yeast rescue	TDP-43 yeast inh
Cc1nc(N2CCOCC2)c2c(C(=O)N3CCN(c4cccc(C(F)(F)F)c4)CC3)c(C)oc2n1	/	/	/	-2%	7%	-1%	/	27%	?
O=C(NCc1cccs1)c1cccn2c(=O)c3sccc3nc12	6%	8	-1%	-9%	-8%	36%[activator]	i	13%	-8%
CC1=C(C(=O)N2CCCCCC2)CC(CC(=O)NCC2CCCCC2)C(=O)N1Cc1ccc(F)cc1 (configuration not stated)	-3%	-64*	-16%	-34%[inhibitor]	-5%	-16%	i	26%	1%
COc1ccc(C2(c3ccc(OC)cc3)NC(=O)N(CC(=O)Nc3ccc(OC(F)F)cc3)C2=O)cc1	-11%	-3	0%	-5%	28%	?	i	?	23%
CS/C(N)=N/N=C/c1cc(C)ccc1O	5%	-8	-21%	-26%	-28%	?	i	-2%	-1%
COc1ccc(C2CC(c3ccc(C)o3)=NN2C(C)=O)cc1 (configuration not stated)	2%	-6	-2%	-28%	6%	16%	i	/	14%
O=C1CCCN1CN(C(=O)c1ccccc1)c1ccc(F)cc1	-6%	-5	1%	-15%	-3%	-4%	i	7%	-31%[inhibitor]
COc1ccc(-c2[nH]n(-c3ccc([N+](=O)[O-])cc3)c(=O)c2C=NCc2ccncc2)cc1	6%	-24	-12%	-22%	7%	?	i	31%	-11%
CC(C)N1CCC(N2CCN(Cc3nc4ccccc4s3)CC2CCO)CC1 (configuration not stated)	4%	-4	-1%	-18%	-6%	-20%	i	-3%	23%
NS(=O)(=O)c1ccc(NC(=O)CSc2nc3ccccc3n2-c2ccccc2)cc1	12%	4	2%	-19%	22%	8%	i	6%	14%
Cc1ccccc1CN1C(=O)c2ccccc2Sc2ccc(C(=O)NCCCN3CCOCC3)cc21	3%	?	0%	i	-6%	?	i	?	11%&12%
CCCn1c(SC(C(=O)Nc2cc(C)ccc2OC)c2ccccc2)nc2ccccc2c1=O (configuration not stated)	-1%	56	-16%	i	-23%	2%	i	/	19%
Cc1cccc(OCCC(=O)Nc2nnc(C)s2)c1	1%	3	-12%	i	-8%	2%	i	3%	-11%
CCc1ccccc1NC(=O)CN1C(=O)COc2ccc(S(=O)(=O)Nc3ccccc3)cc21	0%	/	/	-48%[inhibitor]	-18%	-16%	/	30%	16%
Cc1cc(-c2nc3ncccc3o2)ccc1NC(=O)COc1cc(C)c(Cl)c(C)c1	0%	/	/	-53%[inhibitor]	-18%	11%	/	14%	-8%
CC(=O)N1CCN(C(=O)c2cc(S(=O)(=O)N3CCN(c4ccccc4)CC3)ccc2Cl)CC1	-7%	14	1%	-4%	5%	-19%	i	12%	17%
O=C(O)CCCc1nc(-c2ccccc2)no1	4%	9	1%	-4%[57.5 µM]	24%	2%	i	55%	?
Cn1c(=O)n(-c2ccccc2)c(=O)c2c3c(sc21)COC(C)(C)C3	3%	31	-7%	-3%	2%	3%	i	-2%	11%
COc1ccc(NC(=O)c2oc3c(c2C)-c2nn(Cc4c(F)cccc4Cl)cc2CC3)c(OC)c1	/	/	/	i	-13%	-8%	/	17%	9%
CC(=O)c1ccc(NC(=O)c2cc3sccc3n2Cc2ccc(F)cc2)cc1	-1%	/	/	-6%	-2%	3%	/	-23%	8%
CN(CCCn1cnc2c(OCc3ccccc3)ncnc21)Cc1ccco1	-4%	14	1%	-10%	-10%	?	i	-7%	10%
Cn1c(=O)c2[nH]c(CCCC(=O)O)nc2n(Cc2ccccc2)c1=S	-2%	/	/	?	2%	/	/	-7%	/
O=C(CC1COc2ccccc2O1)Nc1ccccn1 (configuration not stated)	-7%	13	-4%	14%[57.5 µM]	25%	-9%	i	4%	17%
Cc1ccc(C)c(CN2C(=O)c3ccccc3S(=O)(=O)c3ccc(C(=O)N4CCN(c5ccccc5F)CC4)cc32)c1	/	/	/	i	1%	7%	/	-5%	23%
CC(C)CC(C(=O)Oc1ccc2c3c(c(=O)oc2c1)CCC3)N1C(=O)c2ccccc2C1=O (configuration not stated)	-5%	23	-1%	-6%	-15%	8%	i	-17%	15%
COc1cccc2c1Oc1ncccc1N(C(=O)Nc1ccc(F)c(Cl)c1)C2	/	/	/	-83%[inhibitor]	-9%	8%	/	13%	5%
O=Cc1c(Sc2ccccn2)nc2ccccn2c1=O	0%	-52*	0%	-5%	-12%	?	i	13%	-14%
COc1ccc(CCC(=O)OCC(=O)Nc2c(C)nn(-c3ccccc3)c2C)cc1	2%	8	0%	-9%	-7%	3%	i	5%	-20%
COc1ccccc1/C=N\Nc1cc(C)nc(-n2nc(C)cc2C)n1	8%	4	4%	i	26%	?	i	?	12%
CC(C)OCCCNC(=O)CN1C(=O)COc2ccc(S(=O)(=O)N3CCCCCC3)cc21	1%	-9	2%	-5%	-11%&10%	-5%&-4%	i	-4%&-7%	?
O=C(c1ccc(Cl)c(S(=O)(=O)N2CCCC2)c1)N1CCN(c2ccccn2)CC1	10%	-24	-13%	-26%	-9%	9%	i	27%	-25%
Cc1nn(CC(=O)NC2CCC(C)CC2)c(=O)c(C#N)c1C (configuration not stated)	8%	-23	-1%	i	1%	69%[activator]	i	24%	-20%
O=C(COc1ccc(/C=N/NS(=O)(=O)c2ccccc2)cc1)Nc1cccc(Cl)c1	0%	-4	1%	-21%[57.5 µM]	12%	10µM*	i	10%	14%
O=C(CN1C(=O)NC2(CCCC2)C1=O)NNC(=O)c1ccc(F)cc1	5%	6	1%	i	1%	-2%	i	-14%	3%
Cc1ccsc1C(=O)OCC(=O)NC1CCS(=O)(=O)C1 (configuration not stated)	-2%	6	1%	-10%	0%	8%	i	-29%	16%
Cc1ccc[n+](CC(=O)c2ccc(-c3ccccc3)cc2)c1	-9%	13	0%	i	6%	0%	i	/	0%
Cc1cccc(-n2ccnc2CN2CCN(C(C)C)C(CCO)C2)c1 (configuration not stated)	7%	-2	-5%	i	-1%	-12%	i	-2%	-12%
CC(=O)Nc1cccc(-c2ccnc3c2CC(C)(C(=O)Nc2cccc(OC(F)(F)F)c2)O3)c1 (configuration not stated)	8%	32	1%	-14%	3%	?	i	0%	14%
CCCCSc1nc2c(c(=O)[nH]c(=O)n2C)n1CCc1ccccc1	3%	-15	5%	-3%	-14%	-1%	i	-18%	-2%
O=C(NNS(=O)(=O)c1ccccc1)C1CCN(S(=O)(=O)c2ccc(Cl)cc2)CC1	-8%	-8	-3%	i	25%	-8%	i	15%	18%
Cc1ccc(C(=O)NC2CCN(C(=O)NCc3ccccc3)CC2)cc1	1%	5	0%	-18%	5%	-3%	i	13%	4%
COc1ccc(/C=N/NC(=O)CCn2cnc(-c3ccccc3)c2-c2ccccc2)cc1OC	18%	22	0%	-29%	-1%	-6%	i	/	2%
Cc1cc(C)cc(C(=O)NCC(=O)OCC(=O)N(C)c2ccccc2)c1	4%	-22	2%	-23%	13%	-16%	i	21%	-2%
O=C(O)C(CCC(C(=O)O)c1ccccc1)c1ccccc1 (configuration not stated)	0%	0	-5%	-13%	12%	8%	i	21%	-11%
Cc1cccc(S(=O)Cc2ccc(C(=O)NC3CCN(Cc4ccccc4)CC3)o2)c1 (configuration not stated)	-2%	-67*	8%	-12%	8%	-14%	i	-5%	-5%

Screens deposited in PubChem BioAssay by National Center for Advancing Translational Sciences (NCATS).

A portion of the library. The share of hits here may be higher or lower than overall.
